High-throughput results (PubChem)
Mac1 fbg enh: enhancers of CD11b/CD18 adhesion to fibrinogen, primary screen, K562 cells, luminescence. Integrin beta-2 (Homo sapiens) + Integrin alpha-M (Homo sapiens), P05107+P11215. ATPlite luminescence. activation, % at 10 µM. 0.07% of 93,000 active. AID 1499, 2009;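 active = 10 µM primary screen giving 50% or more activity, confirmed by 40% or more on retest at that dose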; also: strong numbers were not always called active
ERa coact pot: enhancers of ERα–SRC-1 coactivator binding, primary screen, biochemical, TR-FRET, ERα LBD, low estradiol; Estrogen receptor (Homo sapiens), P03372; TR-FRET ERalpha-LBD/SRC-Cy5 coactivator binding, 2 h; 100 = basal binding, no effect; coactivator binding (% of control), % at 25.6 µM; 1.3% of 86,000 active; AID 639, 2007; in the data active = activity above about 200%;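 also: binding measured in presence of low estradiol as agonist stimulus; 0% = peptide alone without receptor and 100% = receptor with peptide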
Target sequence (P03372 whole entry, looked up, the tested form may be a part): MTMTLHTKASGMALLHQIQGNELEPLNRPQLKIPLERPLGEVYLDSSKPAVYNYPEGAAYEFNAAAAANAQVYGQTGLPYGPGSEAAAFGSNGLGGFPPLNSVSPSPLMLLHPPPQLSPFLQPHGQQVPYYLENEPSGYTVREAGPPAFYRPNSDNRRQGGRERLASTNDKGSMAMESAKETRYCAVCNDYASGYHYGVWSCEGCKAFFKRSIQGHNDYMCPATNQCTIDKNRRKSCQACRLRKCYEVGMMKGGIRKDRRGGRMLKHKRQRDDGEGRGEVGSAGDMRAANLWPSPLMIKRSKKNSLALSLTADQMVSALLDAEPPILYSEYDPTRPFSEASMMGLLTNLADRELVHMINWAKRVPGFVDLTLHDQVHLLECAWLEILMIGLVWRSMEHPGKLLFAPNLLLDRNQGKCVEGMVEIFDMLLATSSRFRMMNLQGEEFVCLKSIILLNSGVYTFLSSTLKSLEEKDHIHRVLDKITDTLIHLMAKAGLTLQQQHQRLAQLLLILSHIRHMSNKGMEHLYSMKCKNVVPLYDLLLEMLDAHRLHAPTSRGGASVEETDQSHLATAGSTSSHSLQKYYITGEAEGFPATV
Smad3 inh: Smad3/FoxH1 peptide binding inhibitors, primary screen, biochemical, TR-FRET | 0.29% of 88,000 active | AID 630, 2007 | Mothers against decapentaplegic homolog 3 (Homo sapiens), P84022 | TR-FRET Smad3/Dy647-FoxH1 peptide binding, europium anti-His | inhibition, % at 25 µM;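 active = compounds that reduce the energy-transfer binding signal between the protein and its labelled peptide by more than half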;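 also: 0% = Smad3 plus labelled peptide maximal FRET and 100% = peptide-only background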
Target sequence (P84022 whole entry, looked up): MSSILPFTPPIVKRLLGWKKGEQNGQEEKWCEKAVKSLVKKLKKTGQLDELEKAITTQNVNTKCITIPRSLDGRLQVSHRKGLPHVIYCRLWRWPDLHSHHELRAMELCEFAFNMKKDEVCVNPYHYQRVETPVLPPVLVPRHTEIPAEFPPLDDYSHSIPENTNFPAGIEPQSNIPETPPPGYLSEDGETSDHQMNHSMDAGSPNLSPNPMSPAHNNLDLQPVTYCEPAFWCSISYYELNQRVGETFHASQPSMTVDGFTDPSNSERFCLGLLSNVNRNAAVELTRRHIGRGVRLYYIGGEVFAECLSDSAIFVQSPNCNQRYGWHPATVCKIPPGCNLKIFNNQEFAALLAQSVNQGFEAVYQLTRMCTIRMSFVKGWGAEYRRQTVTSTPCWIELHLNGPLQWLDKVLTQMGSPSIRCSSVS
HUVEC prolif 384: inhibitors of HUVEC proliferation, primary screen, cell-based, 384-well; 1.1% of 86,000 active; viability, % at 10 µM (by protocol); CellTiter-Glo luminescence, 72 h; hits give low values;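 active = viability at or below 30%; inactive = viability above 30%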;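 also: 100% = median luminescence of DMSO-only cell control wells on each plate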
Fibroblast inh: antiproliferative effect on LL 47 fibroblasts – human, LL 47 cells, CellTiter-Glo luminescence, primary screen; LL 47 human lung fibroblast viability, ATP luminescence; hits give low values; viability, % at 10 µM; 1.1% of 85,000 active; AID 719, 2007;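 active = viability at or below 50% in the single dose screen; inactive = viability above 50%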;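 also: compound exposure lasted 72 h before the ATP readout; 100% = median luminescence of untreated cell-only wells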
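Test system: LL 47 human lung fibroblasts / Incubation: 72 h compound exposure at 37 °C after overnight plating / Technique: luminescent ATP detection, CellTiter-Glo / Compound dosing: 0.1% DMSO in all compound wells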
ERb SRC1 inh: inhibitors of ERβ-SRC1 coactivator interaction, primary screen, biochemical, TR-FRET, ERβ LBD, SRC-1 peptide; TR-FRET ER-beta LBD / SRC1-Cy5 peptide binding; receptor agonist-loaded with 1 µM estradiol; inhibition, % at 25.6 µM; 1.3% of 86,000 active;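 active = compounds whose percent inhibition of the receptor-coactivator binding signal exceeds about 50% in the single-dose screen, limit read from the data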;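 also: 0% = receptor plus peptide wells without compound and 100% = peptide-only wells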
MT1-MMP txn act: MT1-MMP promoter reporter activation – cell-based, luciferase luminescence, primary screen; HT1080 MT1-MMP promoter luciferase reporter, overnight; hits give high values; 0.16% of 86,000 active; AID 750, 2007; activation factor at 10 µM;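 active = activation factor of at least 2 for MT1-MMP transcription at 10 µM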
ERa SRC1 inh: ERα–SRC-1 coactivator interaction inhibitors, primary screen, biochemical, TR-FRET, ERα LBD, estradiol-bound | TR-FRET ER-alpha LBD / SRC-1 peptide | inhibition, % at 25.6 µM | 1.7% of 86,000 active | AID 629, 2007; in the data active = inhibition above about 50%;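 also: 0% = receptor plus peptide control and 100% = peptide only without receptor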
H69AR inhibit: proliferation blockers of H69AR lung cancer cells, primary screen, cell-based, human, 86K library. viability, % at 10 µM. H69AR lung tumor viability, ATP luminescence, 72 h; hits give low values. 6% of 85,000 active;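 active = viability at or below 40%; inactive = viability above 40%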;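 also: multidrug resistant small cell line overexpressing MRP-1 efflux transporter; 100% = mean luminescence of untreated control wells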
An asterisk follows results filed as active; nt = no result given; [ ] = remark or other dose. The list is partial, so the mix of outcomes need not match the whole.

SMILES	Mac1 fbg enh	ERa coact pot	Smad3 inh	HUVEC prolif 384	Fibroblast inh	ERb SRC1 inh	MT1-MMP txn act	ERa SRC1 inh	H69AR inhibit
CC(C)C1=C2OC(N)=C(C#N)C(C#N)=C2C(C)CC1 (centres undefined)	-1	108	2	97	89	-3	1	-6	88
CCOC(=O)c1[nH]c2ccc(F)cc2c1NC(=O)C(C)N1CCc2cc(OC)c(OC)cc2C1 (centres undefined)	-3	113[fluorescence artefact?]	5	60	74	2[fluorescence artefact?]	1.1	-10[fluorescence artefact?]	2.4*
CCCCc1nc(N2CCOCC2)c(C#N)c2c1CCCC2	5	103	0[fluorescence artefact?]	84	86	0[fluorescence artefact?]	0.9	2[fluorescence artefact?]	93
N#Cc1c(-c2ccccc2)nc2n(c1=O)CCS2	nt	104	-5	98	99	-15	1.1	-3	70
CC1=C(C(=O)NCCN2CCN(C)CC2)C2(CCC(C)CC2)OC1=O (centres undefined)	2	113	0	89	105	7[fluorescence artefact?]	1.1	-7	82
O=C(NCc1cccs1)c1ccc(Cl)s1	-1	104	-14	99	nt	-8	1.1	-9	90
Cc1ccc(S(=O)(=O)Cc2ccc(C(=O)N3CCCCCC3)o2)cc1	23	101	-7	108	92	8[fluorescence artefact?]	1.2	5	91
CCCn1nnc(NC(=O)c2cc3ccccc3o2)n1	-1	81	3	101	104	2	1.1	-2	103
CCOc1ccc(N2C(=O)c3ccccc3C2O)cc1 (centres undefined)	5	113	2	100	107	-10[fluorescence artefact?]	1.2	0	92
Cc1ccc(C(=O)CSc2nc3ccccc3c(=O)n2N)o1	-3	102	6	105	107	-5	1.4	0	85
Cc1ccc(O)c(CNc2nc3ccccc3n2C)c1	1	103	4	106	101	-3[fluorescence artefact?]	1.3	2	88
COc1ccc(C)cc1S(=O)(=O)N(C)CC(=O)Nc1ccc2c(c1)OCO2	nt	71[fluorescence artefact?]	-2	88	105	26[fluorescence artefact?]	1.2	20	89
CCn1c2ccccc2c2cc(NC(C)=O)ccc21	-3	89	4	81	106	1	0.9	4	100
COc1ccccc1Nc1nc(N)nc(CN2CCN(c3ccccc3F)CC2)n1	nt	108[fluorescence artefact?]	-5	88	97	-8	1	-18	81
CC1(C)CC(=O)C2=C(C1)N(c1ccc(F)cc1)C(=O)CC2c1ccccc1 (centres undefined)	-6	108	2	84	96	-15	1.1	0	91
c1ccc(Nc2n[nH]nc2-c2ccccc2)cc1	1	112	0	93	100	-3[fluorescence artefact?]	1.3	2[fluorescence artefact?]	94
CCCCN(CC)CCNc1c(N2CCN(C(=O)OCC)CC2)c(=O)c1=O	-7	97	-5	104	110	6	1.1	2	94
O=C(Nc1ccccc1)c1ccc(S(=O)(=O)N(CCO)CCO)cc1	-6	106	-12	93	93	10	1	-3	111
Nc1nnc(Cc2ccccc2)s1	-5	123	-9	99	100	5[fluorescence artefact?]	1.2	8[fluorescence artefact?]	92
CCCCNc1c(N2CCN(C(=O)OCC)CC2)c(=O)c1=O	3	96	0	106	103	-10	nt	0	90
COc1cc(OC)cc(C(=O)N2CCC(n3c(C)nc4cc(F)ccc43)CC2)c1	-1	111	0[fluorescence artefact?]	103	96	-8	1.3	-6	73
CCCCCc1nnc(NC(=O)OCCC)s1	-2	116	8	107	98	-1	1.2	0	100
CCOc1ccc(N(CC(=O)Nc2ccc(C)c(C)c2)S(=O)(=O)c2c(C)noc2C)cc1	nt	102	-1	67	90	-10	1	-1	48
CCOC(=O)CSc1nc(C(C)C)nc2ccccc12	-4	97	2	100	96	-8	1.3	2	79
Cc1[nH]c2ccccc2c1Cc1n[nH]c(=S)n1C	nt	105	12	93	102	-16	1.1	-7[fluorescence artefact?]	79
CCC(=NCc1ccco1)c1c(C(F)(F)F)[nH]n(-c2nc3ccccc3s2)c1=O	-6	89	0	86	104	-9	1.5	-10	91
O=C(CSc1nnnn1C1CCCC1)Nc1cccc(NC(=O)c2ccco2)c1	-10	93	-1	96	106	2	1.2	-1	72
Cc1cccc(C)c1NC(=O)CCCSc1nnnn1C	-3	124	16[fluorescence artefact?]	99	102	2	1	-6	91
COc1cc(NC(=O)C2CCN(S(=O)(=O)c3cccc4nonc34)CC2)cc(OC)c1	nt	125[fluorescence artefact?]	0	84	nt	-5	1.2	-11	78
CC(C)CCNC(=O)C1CCC(=O)N1C(C)C (centres undefined)	-4	97	-9	109	107	22[fluorescence artefact?]	1	-14	101
COCCn1c(Sc2nc(C)cs2)nc2c1c(=O)[nH]c(=O)n2C	0	94	-8	63	101	2	1	1	89
CC(=O)Nc1ccc(S(=O)(=O)Nc2cc(C)c(-n3nc4ccccc4n3)cc2O)cc1	4	129	8	78	88	5	1	10	56
COc1ccccc1NC(=O)C(CC(C)C)NC(=O)C1CCCCC1 (centres undefined)	-2	94[fluorescence artefact?]	1	nt	nt	2[fluorescence artefact?]	1.2	6[fluorescence artefact?]	nt
Cc1nnc(SCC(=O)Nc2sccc2C(N)=O)n1Cc1ccccc1	-3	52[fluorescence artefact?]	-8	99	nt	35	1.1	33[fluorescence artefact?]	63
CC(Oc1ccccc1Cl)c1nnc(N)s1 (centres undefined)	-7	129	11	105	103	8	nt	-7	104
CCOc1ccc(N(CC(=O)N2CC=C(c3ccccc3)CC2)S(=O)(=O)c2c(C)noc2C)cc1	4	140[fluorescence artefact?]	8	98	103	-9	1	-11	88
CCCCCCOc1ccc(N2C(=O)CC(N3CCN(C(=O)c4ccco4)CC3)C2=O)cc1 (centres undefined)	2	97	3	115	91	-1	1.3	-3	104
Cc1ccc(S(=O)(=O)NCCN(CCNS(=O)(=O)c2ccc(C)cc2)S(C)(=O)=O)cc1	nt	88	-2	105	95	0	1.1	0	96
COc1cc(/C=N\n2cnnc2)ccc1OCC(=O)Nc1ccc(C)cc1	4	174	-6	90	94	-14	1.3	-8	84
COc1ccccc1NC(=O)C1=C(C)NC(SCC(=O)c2ccccc2)=C(C#N)C1c1ccco1 (centres undefined)	84	278*[fluorescence artefact?]	-4	76	106	4[fluorescence artefact?]	1.3	-8[fluorescence artefact?]	52
CCOC(=O)C(C(=O)Nc1cccc(C)c1)C1CCCCC1 (centres undefined)	1	120	4	95	83	0	0.9	0	94
Cc1ccc(Nc2nc(=O)[nH]nc2C)cc1	-3	90	12	96	105	3	1.1	-4	99
c1ccc2c(c1)NC1(CCCCC1)n1c-2nc2ccccc21	-4	93	9	96	99	-1	1.4	1	111
CCN(CC)S(=O)(=O)c1ccc(C(=O)NCCc2cc3c(OC)ccc(OC)c3[nH]c2=O)cc1	nt	116	0	100	87	-6	1.2	5	64
COc1ccc2c(c1)N(C(=O)CN1C(=O)C3CCCCC3C1=O)C(C)(C)C=C2C (centres undefined)	nt	93	-5	94	94	-18	1	-29	90
CC1CCN(S(=O)(=O)c2ccc(NC(=O)c3cccs3)cc2)CC1	0	110	2	92	94	2	1.1	3	83
CC(C)C(NC(=O)CC12CC3CC(CC(C3)C1)C2)C(=O)O (centres undefined)	1	113	4	92	96	-5	1.9	-7	nt
O=C(NCCC1=CCCCC1)C1CCCN(S(=O)(=O)c2ccccc2)C1 (centres undefined)	2	107	6[fluorescence artefact?]	110	92	-22	1	-19	91
Nc1nnc(CC(c2ccccc2)c2ccccc2)s1	-3	99	3	100	98	-18	1.1	-12	117
N#Cc1ccccc1Cn1cc(C#N)c2ccccc21	nt	91[fluorescence artefact?]	8	80	91	-4	1.2	-2	79
Cc1ccc(Cn2nnc(C(=O)Nc3cccc(C)c3C)c2N)cc1	2	117	0	81	80	-10	1.1	-4	86
Nn1c(SCC(=O)NC2CCCC2)nnc1-c1ccccc1F	0	99	11	98	96	0	1.1	-7	102
CC(C)CC(NC(=O)OC(C)(C)C)C(=O)NCc1ccccc1 (centres undefined)	2	111	2	108	100	-2	1.2	-7	104
O=C(Cn1cnc2ccccc2c1=O)NCCC(=O)N1CCN(Cc2ccccc2)CC1	-1	107	11	95	96	0	1.3	0	107
O=C(OCCN1CCCCC1)c1ccccc1Cl	-4	100	-4	112	115	-4	1.2	-10	91
CCCCOC(=O)C1=C(C)Nc2nnnn2C1c1ccc(OC)c(OC)c1OC (centres undefined)	nt	86	3	101	98	-38	1	-35	91
COc1ccc(-c2nnc(SC(C)C(=O)NCc3ccc4c(c3)OCO4)n2Cc2ccco2)cc1 (centres undefined)	-1	78	-9	92	107	12	1.2	7	88
CSCCC(NC(=O)c1ccccc1)C(=O)NCc1ccco1 (centres undefined)	4	119	-2	106	99	1	1	-11	98
COc1ccc(CCC(=O)Nc2nc3ccccc3[nH]2)cc1OC	-2	93	-3	93	100	-5	1.3	-7	90
CCOc1ccc(S(=O)(=O)NCCC2=CCCCC2)c2ccccc12	-3	100	10	81	90	0	1.2	2	81

(listing goes on)
SMILES	Mac1 fbg enh	ERa coact pot	Smad3 inh	HUVEC prolif 384	Fibroblast inh	ERb SRC1 inh	MT1-MMP txn act	ERa SRC1 inh	H69AR inhibit
Cn1cc(S(=O)(=O)N2CCN(c3cccc(C(F)(F)F)c3)CC2)c(=O)n(C)c1=O	-3	101	6	91	101	-8	nt	0	97
COc1ccc(Br)c(C(=O)Nn2c(C)nc3ccccc3c2=O)c1	1	117	5	85	96	-8	1.2	-7[fluorescence artefact?]	102
O=C(Nc1nc(-c2cccs2)cs1)c1cccc(S(=O)(=O)N2CCCCCC2)c1	4	189	4	76	85	-1	1.9	-11	52
O=C1c2ccccc2C(Nc2ccccc2)N1c1cccnc1 (centres undefined)	13	108	-6	95	91	-8	nt	-8	89
Cc1cc(C)nc(N(C#N)S(=O)(=O)c2ccc(Br)cc2)n1	-5	111	7	106	95	-11	1.2	-6	92
COc1ccc(N2CCN(C(=O)c3ccc4nc(N5CCCCC5)sc4c3)CC2)cc1	4	72	1	84	99	-1	1.2	6[fluorescence artefact?]	96
CC(C)n1c(NCc2cccs2)nc2ccccc21	0	76	2	93	97	-10	1.1	-1[fluorescence artefact?]	117
Cc1nc2nc[nH]n2c(=O)c1NS(C)(=O)=O	-2	116	-7	96	104	4	1.1	-4	92
c1ccn2c(c1)nc1c2nc2ccccn21	4	104	2	105	101	-5	1.5	-7	73
CCCc1[nH]nc2c1C(c1ccccc1OC)C(C#N)=C(N)O2 (centres undefined)	2	99	-10	83	99	5	1.1	-7	94

Some of these compounds in order of their number in Mac1 fbg enh, falling.
| Molecule | Mac1 fbg enh | ERa coact pot | Smad3 inh | ERb SRC1 inh | MT1-MMP txn act | ERa SRC1 inh |
| --- | --- | --- | --- | --- | --- | --- |
| CCCCc1nc(N2CCOCC2)c(C#N)c2c1CCCC2 | 5 | 103 | 0[fluorescence artefact?] | 0[fluorescence artefact?] | 0.9 | 2[fluorescence artefact?] |
| CC1CCN(S(=O)(=O)c2ccc(NC(=O)c3cccs3)cc2)CC1 | 0 | 110 | 2 | 2 | 1.1 | 3 |
| CCOC(=O)c1[nH]c2ccc(F)cc2c1NC(=O)C(C)N1CCc2cc(OC)c(OC)cc2C1 (centres undefined) | -3 | 113[fluorescence artefact?] | 5 | 2[fluorescence artefact?] | 1.1 | -10[fluorescence artefact?] |
